High-throughput results from PubChem.
MMP-13 inhibitor – blocks human MMP13 activity; P45452; MMP-13 fTHP FRET cleavage, Mca fluorescence; inhibition, % at 4 µM; hit rate 0.07% among 65,000;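 active = inhibition above the mean of compound-free control plate wells plus 3 SD, cut at about 14% in these data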;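 note: 0% = DMSO wells and 100% = wells with reference MMP-13 inhibitor after basal subtraction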
Cdc25B block – human M-phase inducer phosphatase 2 inhibition; P30305; recombinant Cdc25B, OMFP fluorescence Ex485/Em525; inhibition, %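 (compounds tested at 10 µM final in the well)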; hit rate 0.1% among 65,000; in the data active = inhibition above about 50%
DUSP1 inh – inhibitors of human MKP-1 phosphatase; AID 374; inhibition, %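 (compounds tested at a single concentration somewhere between 10 and 100 µM)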; hit rate 0.15% among 65,000; recombinant MKP-1, OMFP hydrolysis fluorescence; P28562;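 active = inhibition above about 50%, limit read from the data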;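 note: 0% = DMSO max control wells and 100% = wells with enzyme stopped by NaOH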
Jurkat tox 60K – cytotoxicity toward Jurkat cells; Jurkat E6.1 viability, ATP luminescence, 48 h; inhibition, % at 4 µM; hit rate 1.2% among 56,000; AID 463;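 active = inhibition above the mean inhibition of all tested compounds plus 3 SD, cut at about 28% in these data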
HEK293 NFkB inh – inhibitors of the PMA/ionomycin-induced NF-kB reporter in HEK293 cells; hit rate 0.21% among 62,000; inhibition, % at 3 µM; HEK-293 NF-kB luciferase reporter, luminescence; AID 465;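 active = inhibition above the mean of all tested compounds plus 3 SD, cut at about 40% in these data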;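 note: 0% = stimulated DMSO wells and 100% = 10 µM reference inhibitor 5653914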
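Timing: 1 h pretreatment, 16 h stimulation, 37 °C; system: HEK-293 cells with stable firefly luciferase reporter driven by four HIV NF-kB elements; doses: 3 µM once, 0.30% DMSO; measured by: luciferase luminescence; control set: DMSO and 10 µM reference inhibitor; repeats: single test; reagent: PMA plus ionomycin mix as NF-kB-activating stimulus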
PKA kinase inh – PKA (human) kinase inhibition. PKA Kemptide phosphorylation, Kinase-Glo ATP luminescence. inhibition, % at 6 µM. hit rate 0.1% among 65,000. AID 524;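 active = inhibition above the screen-wide mean inhibition plus 3 SD, cut at about 21% in these data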; note: many of its hits are not listed in these tables
TNAP act DEA – human TNAP activation, intermediate phosphate acceptor; P05186; purified TNAP, CDP-star luminescence, 100 mM DEA, 30 min; stronger effect = higher value; scale: 0 levamisole-inhibited, 1 vehicle-only enzyme; activation factor at 20 µM; 64,000 tested, under 10 active;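 active = activation factor of at least 2 at 20 µM, relative to controls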
Target sequence (P05186 whole entry, looked up): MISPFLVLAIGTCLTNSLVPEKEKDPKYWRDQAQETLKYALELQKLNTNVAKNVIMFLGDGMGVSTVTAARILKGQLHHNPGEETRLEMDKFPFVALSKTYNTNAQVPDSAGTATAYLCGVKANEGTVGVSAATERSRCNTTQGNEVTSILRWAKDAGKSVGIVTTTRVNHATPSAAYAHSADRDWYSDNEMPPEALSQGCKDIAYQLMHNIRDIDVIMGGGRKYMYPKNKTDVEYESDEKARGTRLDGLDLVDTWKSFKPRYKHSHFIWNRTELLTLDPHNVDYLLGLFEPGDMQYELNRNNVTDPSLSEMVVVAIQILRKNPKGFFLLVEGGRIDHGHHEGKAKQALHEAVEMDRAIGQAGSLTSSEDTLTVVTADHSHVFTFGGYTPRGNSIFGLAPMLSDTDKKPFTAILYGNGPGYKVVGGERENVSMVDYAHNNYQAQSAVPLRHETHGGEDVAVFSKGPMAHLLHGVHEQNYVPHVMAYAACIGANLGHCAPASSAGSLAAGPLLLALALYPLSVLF
ROCK2 inh – inhibitors of human Rho kinase 2. O75116. purified ROCK2, Kinase-Glo ATP depletion luminescence. inhibition, % at 6 µM. hit rate 0.35% among 60,000. AID 604;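 active = inhibition above the screen-wide mean inhibition plus 3 SD, cut at about 18% in these data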;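 note: plate controls were DMSO wells for no effect and Y-27632 control wells after no-enzyme background subtraction for full effect; many of its hits are not listed in these tables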
JNK3 inh – inhibitors of human JNK3 kinase. P53779. purified JNK3 kinase activity, HTS. inhibition, % at 8 µM. hit rate 0.61% among 60,000; in the data active = inhibition above about 17%;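 note: 0% = DMSO and 100% = reference inhibitor; many of its hits are not listed in these tables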
Target sequence (P53779 whole entry, looked up): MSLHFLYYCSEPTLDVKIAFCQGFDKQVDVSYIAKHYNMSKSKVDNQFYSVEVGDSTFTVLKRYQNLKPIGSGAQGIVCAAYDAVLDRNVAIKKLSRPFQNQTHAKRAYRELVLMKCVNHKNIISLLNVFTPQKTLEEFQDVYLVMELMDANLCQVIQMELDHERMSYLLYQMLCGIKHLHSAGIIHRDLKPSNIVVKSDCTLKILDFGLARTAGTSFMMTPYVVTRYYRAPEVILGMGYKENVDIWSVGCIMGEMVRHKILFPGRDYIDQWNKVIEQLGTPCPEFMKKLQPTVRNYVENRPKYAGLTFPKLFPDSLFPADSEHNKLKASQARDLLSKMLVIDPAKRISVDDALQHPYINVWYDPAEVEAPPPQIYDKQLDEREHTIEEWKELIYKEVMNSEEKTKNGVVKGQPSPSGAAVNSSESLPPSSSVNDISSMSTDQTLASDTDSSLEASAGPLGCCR
The depositor's hits bear a star; . = no result given.

SMILES	MMP-13 inhibitor	Cdc25B block	DUSP1 inh	Jurkat tox 60K	HEK293 NFkB inh	PKA kinase inh	TNAP act DEA	ROCK2 inh	JNK3 inh
Cc1nc(NCc2ccco2)[nH]c(=O)c1CCC(C)C	1	-14	4	-4	0	6	0.9	7	-1
CCOC(=O)c1c(C)[nH]c(C(=O)OCC(=O)Nc2cc(C)ccc2OC)c1C	3	3	31	5	17	-5	0.8	0	7
CCOc1ccccc1NS(=O)(=O)c1ccc(Br)s1	-2	-3	-5	0	10	6	0.9	3	5
CSc1cc(/C=N/O)c(SC)s1	-2	2	2	-13	9	3	0.9	6	5
Cn1c(C(=O)O)c(CC(=O)Nc2ccccc2F)c2ccccc21	-6	-6	13	6	29	0	0.9	1	5
CCc1nccn1S(=O)(=O)c1ccc(C)c(C)c1	-3	22	1	5	15	0	0.9	-3	-1
O=C(c1ccco1)N1CCN(C(=O)c2ccccc2Oc2ccccc2)CC1	3	1	7	-2	11	8	0.8	7	1
COc1ccc2c(C)nc(Nc3nc(C)cc(C)n3)nc2c1	-11	2	-6	.	.	9	0.9	12	2
CS(=O)(=O)N(CCc1ccccc1)CC(=O)NCc1cccnc1	-1	-7	1	1	11	1	0.9	4	3
CCOC(=O)c1cc(OC(=O)c2cccs2)n(-c2ccccc2)n1	3	-7	8	6	6	-5	0.9	-6	2
CCOC(=O)c1ccccc1NC(=O)CC1Nc2ccccc2NC1=O (configuration not stated)	-2	6	25	-1	2	9	1	5	-1
COc1cc(C(=O)NCc2nnc(SCC(=O)Nc3cc(C)cc(C)c3)o2)cc(OC)c1OC	8	-2	26	.	24	7	1	.	.

The final 4 compounds of the part before come first, to join the parts.
SMILES	MMP-13 inhibitor	Cdc25B block	DUSP1 inh	Jurkat tox 60K	HEK293 NFkB inh	PKA kinase inh	TNAP act DEA	ROCK2 inh	JNK3 inh
CS(=O)(=O)N(CCc1ccccc1)CC(=O)NCc1cccnc1	-1	-7	1	1	11	1	0.9	4	3
CCOC(=O)c1cc(OC(=O)c2cccs2)n(-c2ccccc2)n1	3	-7	8	6	6	-5	0.9	-6	2
CCOC(=O)c1ccccc1NC(=O)CC1Nc2ccccc2NC1=O (configuration not stated)	-2	6	25	-1	2	9	1	5	-1
COc1cc(C(=O)NCc2nnc(SCC(=O)Nc3cc(C)cc(C)c3)o2)cc(OC)c1OC	8	-2	26	.	24	7	1	.	.
COc1ccccc1C1/C(=C(\O)c2ccc3c(c2)OCCO3)C(=O)C(=O)N1CCCN(C)C (configuration not stated)	-2	-15	-16	.	.	5	0.9	7	-7
CCN(CC)C(=O)CSc1nc2ccc(NC(=O)CSc3nccn3C)cc2s1	3	1	3	-7	6	12	0.9	8	0
CC(=O)c1ccc(N2CCN(C(=O)C3CCC3)CC2)cc1	6	-8	5	-5	8	13	1	8	-3
Cc1ccc(N2C(=O)C3C4C=CC(C4)C3C2=O)cc1C (configuration not stated)	-2	0	-10	.	8	5	1	.	.
Cc1cc(O)cc(O)c1C(=O)Cc1cscn1	-5	7	-19	-2	2	6	0.9	2	0
Cc1ncsc1CCOC(=O)c1cccnc1	0	-15	5	.	13	5	0.9	.	.
CCN1C(=O)C2C(c3cccc(F)c3)NC(CC)(C(=O)OC)C2C1=O (configuration not stated)	-2	-10	-3	-6	9	-6	0.9	0	-1
CCN(CC)C(=O)Oc1ccc2c(=O)c(-c3ccccc3)coc2c1	1	-3	20	-2	-36	6	0.9	5	-4
CCC1(CC)C(=O)N=C2c3ccccc3C(=O)N21	0	-3	-18	1	19	6	0.9	-1	0
Cc1ccc(C)c(N2CCN(C(=O)C3CCCN(S(=O)(=O)c4c(C)[nH]c(=O)[nH]c4=O)C3)CC2)c1 (configuration not stated)	2	4	6	.	6	6	0.9	.	.
N#CC1=C(N)N=C(SCc2ccccc2)C(C(N)=O)C12CCCCC2 (configuration not stated)	2	-5	11	10	5	7	0.9	12	4
CC(C)(C)NC(=O)NC(=O)COC(=O)Cn1c(C(F)(F)F)nc2ccccc21	2	5	20	3	12	0	0.9	5	5
c1ccc(CSc2nnc(-c3cccs3)n2Cc2ccco2)cc1	4	-8	3	4	14	8	0.9	5	-7
c1ccc(CNc2ccc3c(c2)ncn3C2CCCCC2)nc1	-3	2	-2	-3	5	-3	0.9	4	-6
CCCn1c(SCC(=O)Nc2nonc2C)nnc1-c1ccoc1C	5	8	35	0	29	8	0.9	6	8
CCCCOc1ccc(C(=O)NCc2ccco2)cc1	2	-5	-1	7	12	0	0.9	0	0
COc1ccc(OC)c(C2C(C(=O)c3sc(C)nc3C)=C(O)C(=O)N2CCN2CCOCC2)c1 (configuration not stated)	-4	-12	-11	.	.	3	1	3	-2
O=C1NC(c2cccs2)C(C(=O)c2ccccc2)C(O)(C(F)(F)F)N1 (configuration not stated)	5	-8	8	-5	-3	10	1	5	0
COCCNC(=O)c1c[nH]c2cc(OC)c(OC)cc2c1=O	0	4	5	8	10	7	0.9	0	-10
CCOC(=O)C(C)c1n[nH]c(=O)c2ccccc12 (configuration not stated)	2	-8	-1	3	3	-3	0.9	1	-4
O=C(Nc1ccc2c(c1)OCO2)c1cncc(Br)c1	3	-16	-13	.	.	8	0.9	-3	-1
CCn1c(CNc2ccc(C)cc2)nnc1SCC(=O)NCc1ccccc1	7	-2	3	10	15	-7	1	-8	0
COC(=O)C(O)(CC(=O)c1ccc(OC)cc1)C(F)(F)F (configuration not stated)	4	18	-4	-1	8	9	0.8	4	1
CC1CCN(S(=O)(=O)c2ccc(NC(=O)Cn3nnc(-c4ccccc4F)n3)cc2)CC1	7	14	9	10	7	-6	0.9	-6	9
CCC(=O)Nc1nc(OC)cc(OC)n1	6	-7	-1	4	14	6	0.9	-1	-1
CCN(CC)CCNc1ccnc2cc(Cl)ccc12	-1	-15	1	-2	18	8	0.9	7	0
O=C(CN1C(=O)NC2(CCCc3ccccc32)C1=O)N1CCc2ccccc2C1 (configuration not stated)	-4	-3	5	4	29	9	0.9	0	1
CC1Cc2ccccc2N1C(=O)CSc1ncccc1C(=O)O (configuration not stated)	1	4	-4	-3	5	4	0.9	9	-4
O=C(Nc1ccccc1)NC1(C(=O)NCCCN2CCOCC2)CCCCC1	4	4	-9	5	-12	0	1	-2	-2
CCOC(=O)c1c(C(F)(F)C(F)(F)C(F)(F)C(F)(F)F)n[nH]c1C	0	4	9	.	.	3	0.8	7	1
O=C(O)CCCCCN1C(=O)C(=O)/C(=C(/O)c2ccccc2)C1c1ccccc1 (configuration not stated)	1	-11	13	-4	7	2	0.9	4	2
CC1=C(C(=O)Nc2ccccc2)C(c2ccncc2)C(C#N)=C(SCC(=O)NC(C)C)N1 (configuration not stated)	-5	-4	-27	.	.	2	0.9	-11	3
O=C(O)C1C2C=CC(C3CC23)C1C(=O)NCCc1ccccc1 (configuration not stated)	4	-4	-9	-17	-17	15	0.9	7	1
Cc1ccc(N2CC(C(=O)Nc3cc(C)ccc3F)CC2=O)cc1 (configuration not stated)	0	-1	2	4	7	8	0.9	6	7
CCOC(=O)C1CCN(C(c2cc3c(C)ccc(C)c3[nH]c2=O)c2nnnn2C2CCCCC2)CC1 (configuration not stated)	-3	-13	29	1	18	11	0.9	-3	-5
O=C(Nc1ccc2c(c1)OCO2)c1c(F)cccc1F	3	-11	5	4	-26	3	1	0	3

A portion from the list above, as a working copy:
SMILES	MMP-13 inhibitor	Cdc25B block	DUSP1 inh	Jurkat tox 60K	HEK293 NFkB inh	PKA kinase inh	TNAP act DEA	ROCK2 inh	JNK3 inh
O=C(O)CCCCCN1C(=O)C(=O)/C(=C(/O)c2ccccc2)C1c1ccccc1 (configuration not stated)	1	-11	13	-4	7	2	0.9	4	2
CC1=C(C(=O)Nc2ccccc2)C(c2ccncc2)C(C#N)=C(SCC(=O)NC(C)C)N1 (configuration not stated)	-5	-4	-27	.	.	2	0.9	-11	3
O=C(O)C1C2C=CC(C3CC23)C1C(=O)NCCc1ccccc1 (configuration not stated)	4	-4	-9	-17	-17	15	0.9	7	1

The listing continues:
SMILES	MMP-13 inhibitor	Cdc25B block	DUSP1 inh	Jurkat tox 60K	HEK293 NFkB inh	PKA kinase inh	TNAP act DEA	ROCK2 inh	JNK3 inh
COc1ccc(-c2nnc3sc(COc4ccc(C)cc4)nn23)cc1	1	-2	-9	-4	12	-6	1	9	1
CCc1cc(C(=O)Nc2ccccc2)cs1	2	-8	6	4	-8	6	1	-2	-3
Cc1nc2sc3c(c2c2nc(-c4ccco4)nn12)CC(C)(C)OC3	2	2	-5	8	22	-11	1	-9	-6
O=C(Nc1ccc(S(=O)(=O)N2CCC(C(=O)NC3CCCCC3)CC2)cc1)c1ccco1	5	9	-33	-8	13	-4	0.9	14	3
COc1ccc(-n2c3c(cc(C(=O)N4CCC(C)CC4)c2=O)C(=O)CC(C)(C)C3)cc1	2	2	13	-3	17	3	0.9	-4	-4
COc1ccc(CCNC(=O)C2CCN(S(=O)(=O)c3cnc[nH]3)CC2)cc1OC	2	-8	-4	5	18	-2	0.9	0	4
COC(=O)c1ccc(OCC(O)CN2CCC(C)CC2)cc1 (configuration not stated)	-3	-7	-6	2	6	-1	1	-10	6
CC(C)(C)OC(=O)N1CCC[C@H]1c1nnc(SCc2c(F)cccc2Cl)o1	-3	-16	21	9	12	-4	1	-8	-6
CCCOc1ccc(S(=O)(=O)NCc2ccc(OC)cc2)cc1	6	-13	9	3	-5	10	0.8	6	1
Cc1ccc(CN2CCN(C(=O)C3CCCO3)CC2)cc1 (configuration not stated)	-2	-8	-1	3	20	-1	0.9	1	-6
CC(=O)C1=C(N2CCCCC2)CCC1=O	2	-3	-12	-4	3	8	0.9	4	-1
COc1ccc(-c2nc(CS(=O)CC(=O)N3CCc4ccccc4C3)c(C)o2)cc1 (configuration not stated)	3	7	8	-4	20	-6	1	-1	4

2 entries from above in another layout.
Molecule | MMP-13 inhibitor | Cdc25B block | DUSP1 inh | Jurkat tox 60K | HEK293 NFkB inh | PKA kinase inh | TNAP act DEA | ROCK2 inh | JNK3 inh
CC(C)(C)OC(=O)N1CCC[C@H]1c1nnc(SCc2c(F)cccc2Cl)o1 | -3 | -16 | 21 | 9 | 12 | -4 | 1 | -8 | -6
CCCOc1ccc(S(=O)(=O)NCc2ccc(OC)cc2)cc1 | 6 | -13 | 9 | 3 | -5 | 10 | 0.8 | 6 | 1

Individual results from above.
Result for Cc1nc2sc3c(c2c2nc(-c4ccco4)nn12)CC(C)(C)OC3 under ROCK2 inh: -9
Result for COc1ccc(-c2nc(CS(=O)CC(=O)N3CCc4ccccc4C3)c(C)o2)cc1 (configuration not stated) under PKA kinase inh: -6
Result for CC(C)(C)OC(=O)N1CCC[C@H]1c1nnc(SCc2c(F)cccc2Cl)o1 under MMP-13 inhibitor: -3
Result for CC(=O)C1=C(N2CCCCC2)CCC1=O under Cdc25B block: -3
Result for COC(=O)c1ccc(OCC(O)CN2CCC(C)CC2)cc1 (configuration not stated) under ROCK2 inh: -10
Result for COc1ccc(-c2nnc3sc(COc4ccc(C)cc4)nn23)cc1 under Cdc25B block: -2
